Assay outcomes deposited in PubChem by Sanford-Burnham Center for Chemical Genomics.
CXCR6 inh: CXCR6 (human) receptor inhibition. O00574. CHO-K1 PathHunter CXCR6 beta-arrestin, luminescence. inhibition, % at 20 µM. 360,000 tested, 0.36% active; in the data active = inhibition above about 34%, passing the limit was not always enough;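 also: antagonist mode with CXCL16 agonist at 10 nM final; 0% = 10 nM CXCL16 with DMSO and 100% = unstimulated wells without agonist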
Target sequence (O00574 whole entry, looked up): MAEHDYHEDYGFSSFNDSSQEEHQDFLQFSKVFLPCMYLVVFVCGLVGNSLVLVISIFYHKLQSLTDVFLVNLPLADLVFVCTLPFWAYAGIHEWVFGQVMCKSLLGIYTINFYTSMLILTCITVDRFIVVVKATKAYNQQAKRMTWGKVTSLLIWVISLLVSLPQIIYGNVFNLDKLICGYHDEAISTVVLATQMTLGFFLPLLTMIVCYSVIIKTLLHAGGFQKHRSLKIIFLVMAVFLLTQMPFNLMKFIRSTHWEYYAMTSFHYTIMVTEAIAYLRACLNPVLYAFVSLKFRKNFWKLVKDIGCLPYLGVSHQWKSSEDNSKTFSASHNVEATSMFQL
UPR XBP1 act: adaptive UPR (XBP1) activation; CHO-XBP1 luciferase reporter, IRE1-XBP1 UPR activation, luminescence; percent of tunicamycin response, DMSO as zero; 330,000 tested, 0.33% active; activation, % at 20 µM;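 active = versus positive control, 20 µM dose yields 30% or more activation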;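 also: 100% = tunicamycin at 10 µg/mL and 0% = DMSO only wells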
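Assay system: IRE1-XBP1 luciferase reporter CHO line. Input: 1000 cells/well. Buffer or medium: F12 with 10% serum. Doses: 20 µM, 1% DMSO. Times: overnight seeding at 37 °C, 6 h compound treatment at 37 °C. Technique: Steady-Glo luciferase glow luminescence, 10 min after reagent addition.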
CHOP UPR activ: apoptotic UPR (CHOP) activation; AID 449763; activation, % at 10 µM; CHO-CHOP luciferase reporter, luminescence; percent of tunicamycin response over DMSO baseline; 330,000 tested, 0.34% active;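 active = at 10 µM dose, activation of 40% or more, normalized to positive control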;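 also: 100% = tunicamycin at 10 µg/mL and 0% = DMSO alone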
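Test system: CHO CHOP reporter cells. Input: 500 CHO-CHOP cells per well. Medium: F12 with 10% FBS. Technique: luciferase luminescence. Measure: percent activation relative to tunicamycin control. Dosing: 10 µM compound, 0.5% DMSO. Timing: 16-18 h cell attachment, then 6 h compound exposure, 37 °C.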
APJ ag: APJ receptor agonism | CHO-K1 APJ PathHunter beta-arrestin, luminescence; 0% DMSO wells, 100% apelin | 330,000 tested, 0.11% active | activation, % at 20 µM | P35414;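 active = activation more than six SD over the plate average, tested at 20 µM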;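 also: 0% = DMSO alone and 100% = apelin-13 at 10 nM; some results filed as inactive read as strong as hits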
Target sequence (P35414 whole entry, looked up): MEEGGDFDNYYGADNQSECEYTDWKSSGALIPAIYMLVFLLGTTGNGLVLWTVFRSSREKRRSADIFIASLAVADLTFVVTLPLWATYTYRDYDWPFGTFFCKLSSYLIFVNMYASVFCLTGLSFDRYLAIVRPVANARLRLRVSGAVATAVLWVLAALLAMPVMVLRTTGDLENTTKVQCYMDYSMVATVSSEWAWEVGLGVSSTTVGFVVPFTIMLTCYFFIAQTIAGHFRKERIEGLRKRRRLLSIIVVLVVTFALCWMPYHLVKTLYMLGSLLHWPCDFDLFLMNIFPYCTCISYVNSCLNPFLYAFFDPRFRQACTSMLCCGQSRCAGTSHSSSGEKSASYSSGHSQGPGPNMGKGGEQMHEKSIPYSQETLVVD
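system = engineered CHO-K1 APJ arrestin reporter cells | input = 1000 cells per well | timing = overnight seeding, 90 min compound at 25 °C, 1 h detection | measured by = enzyme-fragment complementation luminescence | read-out = beta-arrestin recruitment to APJ as agonist activity, luminescent signal | control set = negative DMSO alone, positive Apelin-13 at 10 nM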
Mdm2 MdmX PPI: human Mdm2/MdmX binding inhibition; O15151+Q00987; inhibition, % at 8 µM; SaOS-2 split-luciferase Mdm2/MdmX complementation, luminescence; 330,000 tested, 3% active; AID 485346;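 active = inhibition of at least 50% at 8 µM in the primary screen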
APJ antag: blocks the human apelin receptor APJ; 330,000 tested, 0.32% active; P35414; inhibition, % at 20 µM; CHO-K1 APJ beta-arrestin complementation, luminescence;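 active = inhibition above about 40% at 20 µM, limit read from the data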;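 also: cells challenged with 10 nM apelin-13 agonist together with compound; plate controls were apelin-13 plus DMSO wells for no effect and DMSO wells lacking apelin-13 for full effect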
TIM10 inh: growth inhibitors of TIM10 yeast strain. inhibition, % at 10 µM. 330,000 tested, 1.4% active. S. cerevisiae TIM10 strain growth, BacTiter-Glo luminescence, 24 h;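 active = inhibition of 40% or more at the single tested concentration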;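 also: wild-type TIM10 isogenic control strain grown at permissive 25 °C; 0% = DMSO yeast wells and 100% = minimal medium wells without yeast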
tim10-1 inh: tim10-1 yeast growth inhibition; inhibition, % at 20 µM; S. cerevisiae tim10-1 ts strain growth, BacTiter-Glo, 24 h; 330,000 tested, 2.2% active; AID 463190;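 active = inhibition of at least 40%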;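 also: mutant grown at 25 °C; 0% = DMSO wells with yeast and 100% = wells holding no yeast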
tim23-1 inh: inhibits growth of tim23-1 mutant yeast; AID 463212; inhibition, % at 20 µM; 330,000 tested, 1.3% active; S. cerevisiae tim23-1 growth, BacTiter-Glo luminescence, 24 h;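 active = growth inhibition of the mutant yeast at or above 50%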;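 also: temperature-sensitive mutant grown at 25 °C; plate controls were DMSO-treated mutant yeast for no effect and medium wells lacking yeast for full effect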
The depositor's hits bear a star. Not all compounds are listed (hit frequency here may not be typical).

mol,CXCR6 inh,UPR XBP1 act,CHOP UPR activ,APJ ag,Mdm2 MdmX PPI,APJ antag,TIM10 inh,tim10-1 inh,tim23-1 inh
COc1cc(NC(=O)CSc2nc3ccccc3cc2Cc2ccccc2)cc(OC)c1,13,-3,-1.4,-1,20,8,14,22,23
Cc1ccc(NC(=O)CSCC(=O)N2CCCc3ccccc32)cc1,6,1,1.8,0,2,16,3,10,25
CCC(C)N(C(=O)COC(=O)C1C(C(=O)OC)=C(C)NC(C)=C1C(=O)OC)C1CCS(=O)(=O)C1 (stereo unspecified),-6,-1,-3.5,-3,-8,18,11,9,14
COc1cc(NC(=O)C2=C(N3CCOCC3)/C(=C\c3ccc(Br)cc3)CC2)cc(OC)c1OC,18,6,7.3,-2,13,-2,34,34,15
O=C(O)c1cc(=O)c2cc(Cl)ccc2o1,3,1,0.7,-7,5,23,8,1,7
COc1cccc(-c2nc(C(N)=O)c3[nH]c(=O)n(-c4ccccc4)c3n2)c1OC,-8,1,-1.0,-2,-12,-31,1,6,8
COc1ccc(S(=O)(=O)NC(C)C(=O)NCc2cccnc2)cc1OC (stereo unspecified),1,2,-1.3,-2,15,15,-6,8,11
CN1OCC(S(=O)(=O)c2ccccc2)C1c1ccccc1 (stereo unspecified),1,2,3.1,-1,3,-4,6,6,9
CN1CCC(OC(=O)COc2ccc(Br)cc2)CC1,-3,-4,-1.5,-1,9,4,-9,0,4
N=C1/C(=C\c2coc3ccccc3c2=O)C(=O)N=C2SC=CN12,-6,-1,-1.0,1,19,-18,8,22,65*
CCCCOCCCn1c(-c2ccco2)nc2nc3ccccc3nc21,2,-1,-1.3,-2,5,9,4,27,26
O=C(CCc1n[nH]c(=O)[nH]c1=O)Nc1cccc([N+](=O)[O-])c1,1,0,0.0,-3,-40,13,9,6,11
COc1ccc(CCN2C(=NC(C)=O)SC3CS(=O)(=O)CC32)cc1OC (stereo unspecified),-8,2,-0.6,-6,4,-3,-12,-11,-11
C/C=C\C(=O)Nc1cccc(C2=NOC3(C2)C[C@@H](C(N)=O)N(C(=O)c2ccccc2)C3)c1 (stereo partly specified),4,2,-1.4,-3,20,6,-2,-21,1
Cc1ccc(C(=O)NCC(=O)Nc2ccncc2)s1,1,-3,-0.9,0,23,7,-15,-11,4
CC(=O)Nc1nc(-c2cccs2)cs1,-5,1,1.9,-4,1,5,11,9,2

Entries of single compounds as entered above. Values in the order: CXCR6 inh	UPR XBP1 act	CHOP UPR activ	APJ ag	Mdm2 MdmX PPI	APJ antag	TIM10 inh	tim10-1 inh	tim23-1 inh
`CCCCOCCCn1c(-c2ccco2)nc2nc3ccccc3nc21` across the screens: 2	-1	-1.3	-2	5	9	4	27	26
`COc1ccc(CCN2C(=NC(C)=O)SC3CS(=O)(=O)CC32)cc1OC` (stereo unspecified) across the screens: -8	2	-0.6	-6	4	-3	-12	-11	-11

Part of the list above in order of molecular weight, high to low.
mol,CXCR6 inh,UPR XBP1 act,CHOP UPR activ,APJ ag,Mdm2 MdmX PPI,APJ antag,TIM10 inh,tim10-1 inh,tim23-1 inh
C/C=C\C(=O)Nc1cccc(C2=NOC3(C2)C[C@@H](C(N)=O)N(C(=O)c2ccccc2)C3)c1 (stereo partly specified),4,2,-1.4,-3,20,6,-2,-21,1
COc1ccc(CCN2C(=NC(C)=O)SC3CS(=O)(=O)CC32)cc1OC (stereo unspecified),-8,2,-0.6,-6,4,-3,-12,-11,-11
CCCCOCCCn1c(-c2ccco2)nc2nc3ccccc3nc21,2,-1,-1.3,-2,5,9,4,27,26
CN1CCC(OC(=O)COc2ccc(Br)cc2)CC1,-3,-4,-1.5,-1,9,4,-9,0,4
N=C1/C(=C\c2coc3ccccc3c2=O)C(=O)N=C2SC=CN12,-6,-1,-1.0,1,19,-18,8,22,65*

The list goes on.
mol,CXCR6 inh,UPR XBP1 act,CHOP UPR activ,APJ ag,Mdm2 MdmX PPI,APJ antag,TIM10 inh,tim10-1 inh,tim23-1 inh
CCC(C)(C)NC(=O)/C=C/c1cc(OC)c(OC)c(S(=O)(=O)N2CCc3ccccc32)c1,-3,4,-0.9,-3,5,-5,3,8,-14
O=C(Cn1nnc(-c2ccc(S(=O)(=O)N3CCCC3)cc2)n1)Nc1ccccc1-n1cccc1,10,2,-0.9,-2,-4,14,7,11,5
Cc1ccc(S(=O)(=O)N2CCN=C2SCc2ccc(Cl)c(Cl)c2)cc1,1,0,-0.8,-2,21,5,-1,6,-3
CCOC(=O)N1CCN(C(=O)COc2cc(=O)n(C)c3ccccc23)CC1,3,0,0.2,-4,3,4,4,9,7
O=[N+]([O-])c1cccc(S(=O)(=O)NCCc2ccccc2)c1,-3,-2,1.1,-1,10,-6,5,16,5
C#CC(=O)N(c1cc(OC)ccc1OC)C(C(=O)NC1CCCC1)c1cccs1 (stereo unspecified),13,-9,-9.5,2,100*,12,27,29,46
COc1cccc(C=O)c1OC(=O)N1CCOCC1,-5,-4,0.2,-3,-58,6,3,24,28
Cc1ccc(NC(=O)CCc2c(C)nc3ncnn3c2C)nc1,7,-3,0.2,-1,2,0,6,-4,-10
COc1ccc(NC(=O)N2CCCC2C(=O)NCC2CCCCC2)cc1 (stereo unspecified),-10,0,0.0,-4,-12,-9,-2,21,20
c1csc(-c2nc3ccccc3s2)c1,-5,2,7.2,1,-10,-8,11,12,14
Cc1ccccc1OCC(=O)OCC(=O)N1CCCc2ccccc21,1,-2,-0.9,-6,4,14,-3,16,17

Ordered by the number under Mdm2 MdmX PPI (ascending): some entries from above.
| canonical_smiles | CXCR6 inh | Mdm2 MdmX PPI | APJ antag |
| --- | --- | --- | --- |
| c1csc(-c2nc3ccccc3s2)c1 | -5 | -10 | -8 |
| O=C(Cn1nnc(-c2ccc(S(=O)(=O)N3CCCC3)cc2)n1)Nc1ccccc1-n1cccc1 | 10 | -4 | 14 |
| Cc1ccc(NC(=O)CCc2c(C)nc3ncnn3c2C)nc1 | 7 | 2 | 0 |
| CCC(C)(C)NC(=O)/C=C/c1cc(OC)c(OC)c(S(=O)(=O)N2CCc3ccccc32)c1 | -3 | 5 | -5 |
| O=[N+]([O-])c1cccc(S(=O)(=O)NCCc2ccccc2)c1 | -3 | 10 | -6 |
